# mHTT-CaM PPI inh: mHTT-calmodulin interaction abrogation; AID 1671202; P42858; inhibition, % at 15 µM; actives 3.6% (n = 190,000); AlphaScreen His-mHTT/GST-CaM binding, luminescence;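 note: 0% = both proteins with DMSO and 100% = one protein alone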
# Pf apPOL inh: Pf-apPOL DNA polymerase inhibition. actives 0.25% (n = 210,000). AID 1794808. inhibition, % at 10 µM. Recombinant Pf-apPOL, molecular beacon fluorescence, 1.5 h
# An asterisk follows results filed as active; . = no result given; & = joins results of further samples. Cut-off read from the data, not from the text of the source: active = inhibition above about 50%; inactive = the rest. These rows are one share of the data; rates above refer to the full screens.
SMILES,mHTT-CaM PPI inh,Pf apPOL inh
O=C(NC1CCCC1)c1cccnc1N1CCNC(c2ccccc2)C1 (stereo unspecified),4,-5
CC1(C)CC(=O)C(C2C3=C(CC(C)(C)CC3=O)Oc3ccccc32)=C(O)C1 (stereo unspecified),-8,-3
COc1ccc2oc(=O)c(NC(=O)/C=C/c3cccc([N+](=O)[O-])c3)cc2c1,-2,-2
Cc1ccc(NC(=O)Nc2c[nH]c3ccccc23)cc1F,5,-6
CC(C)=C1C(=O)NN(c2ccc(Cl)cc2)C1=O,23,-2
COc1nn(C)cc1C(=O)Nc1ccc(C(=O)Nc2nnc(C)s2)cc1,-14,0
Cc1ccc(OCC(=O)Nc2ccccc2F)cc1,-26,1
CCC(CC)C(=O)Nc1ccc(N(C)C)cc1,1,2
COc1ccc(NC(=O)CSc2ccccc2N)c([N+](=O)[O-])c1,7,-1
COc1ccc(CNc2ccc(C(=O)N3CC4CC(C3)c3cccc(=O)n3C4)cc2[N+](=O)[O-])cc1 (stereo unspecified),12,-6
CC(C)(C)NC(=O)C1CC(=O)N(C2CCCCC2)C1 (stereo unspecified),2,-4
CCC(C)C(=O)N1CCCN(C2CCN(Cc3ccccc3)C2=O)CC1 (stereo unspecified),21,-5
CCOc1nc(Nc2ccc(OC)cc2OC)nc(OCC)n1,-4,-5
CC(C)c1cc(C2CCCN2C(=O)Nc2ccc(F)cc2F)on1 (stereo unspecified),-3,-3
CCCNC(=O)N1CCC2(CC1)c1cccn1-c1ccc(C)cc1N2CC,100*,4
CCN1c2cc(C(=O)NCc3cccc(OC)c3OC)ccc2C(=O)N2CCCCC21 (stereo unspecified),-3,0
NC(=O)C1(N2CCCCC2)CCN(C2CC(=O)N(c3ccc(Br)cc3)C2=O)CC1 (stereo unspecified),3,-4
Cc1cc(=O)c2cc(Cl)ccc2s1,.,-4
CC(=O)Nc1ccc(-c2noc(C3CCN(C(=O)c4cccs4)CC3)n2)cc1,-6,-16
CC(CC(=O)n1nnc2ccccc21)c1ccccc1 (stereo unspecified),10,-9
COc1ccc(CCC(=O)Nc2cccc(N3CCCC3=O)c2)cc1,-8,-7
O=C1N(CN2CCN(c3ccccn3)CC2)c2ccccc2C12OCCCO2,1,-7
CN1CCN(C(=O)c2ccc(-c3ccccc3)cc2)CC1,4,-4
COc1ccc(CN2CCc3nc(Nc4ccc5c(c4)OCO5)ncc3C2)cc1OC,43,-4
O=C(NCCN1CCOCC1)Nc1ccccc1,-2,6
Cc1ccccc1Cc1c(C)nc2c(C(=O)NC3CCCCC3C)cnn2c1C (stereo unspecified),28,-16
Cc1cccc(C2CCCN2C(=O)c2cnn3cc(Br)cnc23)c1 (stereo unspecified),3,2
CC(Oc1ccc(Cl)cc1Cl)C(=O)Nc1ccc(C(N)=O)cc1 (stereo unspecified),1,-2
O=C(CC1CCCC1)N1CCCN(C2CCN(Cc3ccccc3)C2=O)CC1 (stereo unspecified),31,5
Cc1cccc(CC(=O)N2CCC3(CC2)Nc2cccnc2NC3=NC2CCCC2)c1,11,-3
Fc1ccc(OCOc2ccc(F)cc2)cc1,.,-2
CC1(C(=O)O)CCC(C(=O)Nc2cccc(Cl)c2)C1(C)C (stereo unspecified),0,-4
CC(C)CCn1c(=O)oc2ccccc21,-24,-3
COc1cccc(OC)c1C(=O)N1CCCC1c1ccccc1C (stereo unspecified),8,2
CCC(C)(O)C#CCN1CCCCC1 (stereo unspecified),-2,-6
O=C(c1cc2ccccc2o1)N(CCc1ccccc1)Cc1ccccn1,-10,-1
COc1ccc(OC)c(C(=O)c2ccccc2)c1,-12,-2
CCc1noc(C2CCCCN2Cc2cccc(F)c2)n1 (stereo unspecified),-41,5
Cc1ccc(NC(=O)N2CCn3cccc3C2Cc2ccccc2)c(C)c1 (stereo unspecified),-6,-1
CCOC(=O)c1c(C)nc2ccc(Cl)cc2c1-c1ccccc1,.,-3
CCCCNC(=O)N1CCN(c2ncc(Br)cn2)CC1,.,-58
CCSc1nc2ccccc2c(=O)n1C1CCOC(C)(C)C1 (stereo unspecified),-8,-2
Cc1c(NC(=O)CCSc2ccc(Cl)cc2)c(=O)n(-c2ccccc2)n1C,4,-10
COc1ccc(NC(=O)Nc2nnc(CC(=O)Nc3ccc(C)cc3)s2)cc1,1,-2
CCN1CCN(C(=O)c2ccc(C(C)(C)C)cc2)CC1,-1,-6
Cc1ccc(Cl)cc1NC(=O)N1CC2CCCN2c2ccccc21 (stereo unspecified),32,-3
O=C(NCc1ccc2c(c1)OCO2)NC12CC3CC(CC(C3)C1)C2,-1,2
Cc1ccc2nc(C(=O)N3CCN(c4ccccc4F)CC3)cn2c1,-2,-4
COc1ccc(NC(=O)N2CCC3(CC2)NC(=O)c2ccc(F)cc2N3C)cc1,6,-2
COc1cc(OC)cc(C(=O)N2CCc3cc(OC)c(OC)cc3C2COc2ccc([N+](=O)[O-])cc2)c1 (stereo unspecified),0,0

# As a working copy, 21 of the compounds above:
SMILES,mHTT-CaM PPI inh,Pf apPOL inh
O=C(NC1CCCC1)c1cccnc1N1CCNC(c2ccccc2)C1 (stereo unspecified),4,-5
CC1(C)CC(=O)C(C2C3=C(CC(C)(C)CC3=O)Oc3ccccc32)=C(O)C1 (stereo unspecified),-8,-3
COc1ccc2oc(=O)c(NC(=O)/C=C/c3cccc([N+](=O)[O-])c3)cc2c1,-2,-2
Cc1ccc(NC(=O)Nc2c[nH]c3ccccc23)cc1F,5,-6
CC(C)=C1C(=O)NN(c2ccc(Cl)cc2)C1=O,23,-2
COc1nn(C)cc1C(=O)Nc1ccc(C(=O)Nc2nnc(C)s2)cc1,-14,0
Cc1ccc(OCC(=O)Nc2ccccc2F)cc1,-26,1
CCC(CC)C(=O)Nc1ccc(N(C)C)cc1,1,2
COc1ccc(NC(=O)CSc2ccccc2N)c([N+](=O)[O-])c1,7,-1
COc1ccc(CNc2ccc(C(=O)N3CC4CC(C3)c3cccc(=O)n3C4)cc2[N+](=O)[O-])cc1 (stereo unspecified),12,-6
CC(C)(C)NC(=O)C1CC(=O)N(C2CCCCC2)C1 (stereo unspecified),2,-4
CCC(C)C(=O)N1CCCN(C2CCN(Cc3ccccc3)C2=O)CC1 (stereo unspecified),21,-5
CCOc1nc(Nc2ccc(OC)cc2OC)nc(OCC)n1,-4,-5
CC(C)c1cc(C2CCCN2C(=O)Nc2ccc(F)cc2F)on1 (stereo unspecified),-3,-3
CCCNC(=O)N1CCC2(CC1)c1cccn1-c1ccc(C)cc1N2CC,100*,4
CCN1c2cc(C(=O)NCc3cccc(OC)c3OC)ccc2C(=O)N2CCCCC21 (stereo unspecified),-3,0
NC(=O)C1(N2CCCCC2)CCN(C2CC(=O)N(c3ccc(Br)cc3)C2=O)CC1 (stereo unspecified),3,-4
Cc1cc(=O)c2cc(Cl)ccc2s1,.,-4
CC(=O)Nc1ccc(-c2noc(C3CCN(C(=O)c4cccs4)CC3)n2)cc1,-6,-16
CC(CC(=O)n1nnc2ccccc21)c1ccccc1 (stereo unspecified),10,-9
COc1ccc(CCC(=O)Nc2cccc(N3CCCC3=O)c2)cc1,-8,-7

# Next section
SMILES,mHTT-CaM PPI inh,Pf apPOL inh
Cc1ccc2ncc(C#N)c(N3CCC(C(=O)NCc4ccccc4F)CC3)c2c1,9,0
Cc1cc(C)c(S(=O)(=O)Nc2ncccn2)c(C)c1,2,-5
CS(=O)(=O)N(CC(=O)NCc1ccccn1)c1cc(C(F)(F)F)ccc1Cl,1,-2
COc1ccccc1NC(=O)CN(C)S(=O)(=O)c1ccc2[nH]c3c(c2c1)CCCC3,46,-1
Cc1cc(C(=O)N2CCC(c3nc4ccncc4n3CC(C)C)C2)nn1C (stereo unspecified),-3,-6
Oc1cccc(N=Cc2cc(Cl)cc(Cl)c2O)c1,98*,-10
Cc1ccc(CNC(=O)C2CCc3sc(C(=O)N(C)C)cc3C2)cc1 (stereo unspecified),1,-2
COc1ccc(C2CCCN2C(=O)Nc2cccc(C)c2C)cc1 (stereo unspecified),-7,1
CCCCN(CC)C(=O)c1nnn(-c2ccc(F)cc2)c1-c1ccncc1,-9,-2
O=C(/C=C/c1ccccc1)Nc1cccc(NC(=O)c2ccco2)c1,8,-9

# Single records, from the list above. Order of screens: mHTT-CaM PPI inh, Pf apPOL inh
# Cc1ccc2ncc(C#N)c(N3CCC(C(=O)NCc4ccccc4F)CC3)c2c1 is listed with 9, 0
# Cc1cc(C)c(S(=O)(=O)Nc2ncccn2)c(C)c1 is listed with 2, -5

# Next section.
SMILES,mHTT-CaM PPI inh,Pf apPOL inh
O=C(Cc1nc2ccccc2[nH]1)Nc1ccccc1,6,0
N=C1c2ccccc2CN1CC(=O)c1ccc2c(c1)OCCO2,-5,7
O=C(Nc1ccccc1N1CCCN(Cc2cccc(F)c2)C1=O)C1CCC1,2,-3
N#C/C(=C\c1cn(Cc2ccccc2Cl)c2ccccc12)c1nn(CCO)c(N)c1C#N,39,-1
Cc1cc(C)n(-c2ccnc(NCc3ccc(F)cc3F)n2)n1,-15,-4
CC1CCN(C(=O)c2ccc(OCC3CCCN(C(=O)c4ccccc4F)C3)cc2)CC1 (stereo unspecified),14,10
Cc1ccc(C(=O)N2CCc3c(c(-c4nc(-c5ccccc5F)no4)nn3C)C2)s1,43,1
CCOc1ccc(NC(=O)Cn2c(-c3ccccc3F)nc3ccccc3c2=O)cc1,5,4
CC1CC(C)CN(C(=O)CNS(=O)(=O)c2ccc(Br)s2)C1 (stereo unspecified),-7,-6
CN(C)C(=O)c1cc2c(s1)CCC(C(=O)N1CCN(c3cccc(Cl)c3)CC1)C2 (stereo unspecified),25,0
O=C(Nc1cc(Cl)cc(Cl)c1)c1ccccc1Br,-45,-25
Cc1ccc(-c2nc(C=Nc3ccc(F)c(Cl)c3)c(O)o2)cc1,-3,-1
O=C(O)c1nccnc1C(=O)O,.,-2
Cc1cccc(NC(=O)C(NS(=O)(=O)c2ccc(Br)s2)c2ccccc2)c1 (stereo unspecified),4,-7
CC(C)Oc1cc(C(F)(F)F)nc2ccc(CSc3nc4ccccc4[nH]3)cc12,.,-4
O=C(O)c1ccc(CSc2nc3ccccc3o2)cc1,-2,-11
Cc1ccc(C2CN(S(=O)(=O)c3ccccc3)CCN2C)cc1 (stereo unspecified),4,2
COc1cc(CNc2ccccc2F)cc(OC)c1,-33,2
Cc1ccc(NC(=O)c2cc3c(CO)cnc(C)c3oc2=Nc2ccccc2F)cc1,-2,-5
CN(C)c1ccc(C(=O)N2CCN(c3cc(-c4ccccc4)[nH]n3)CC2)cc1,46,-4
Cc1ccc2c(c1)N(CCC(=O)NCc1cccnc1)C(=O)C(C)O2 (stereo unspecified),0,6
CC(=O)Nc1ccc(NC(=O)c2nc(-c3ccc(C)cc3)n3c2CCCCC3)cn1,2,-4
CC(=O)c1ccc(NC(=O)C(CC(C)C)N2C(=O)c3ccccc3C2=O)cc1 (stereo unspecified),19&1,2&-7
CSc1sc(C)cc1C1C(C(=O)Nc2c(F)cccc2F)=C(C)NC2=C1C(=O)CCC2 (stereo unspecified),12,2
COc1ccc(NC(=O)c2cc(Br)ccc2OC)cc1OC,12,-14
O=C(Nc1ccc(F)cc1)c1c(O)c2cccnc2n(-c2ccc(F)cc2)c1=O,-3,-2
CC(=O)C1=C(C)NC(SCC(=O)c2ccc(F)cc2)=C(C#N)C1c1cccs1 (stereo unspecified),-22,-12
COc1ccc(CNC(=O)CN2C(=O)NC3(CCC(C)CC3)C2=O)cc1 (stereo unspecified),2,-6
CCC(C(=O)NCc1ccccn1)c1ccccc1 (stereo unspecified),7,-4
O=C(NCC1CCCO1)N1CCc2nc(-c3ccccc3)ncc2C1 (stereo unspecified),-13,3
CCOC(=O)C1CCN(CC(O)COc2ccccc2C(C)C)CC1 (stereo unspecified),5,-5
COc1ccc(-c2coc3cc(OCCN4CCC(C)CC4)ccc3c2=O)cc1OC,15,-4
CCc1ccc2oc(-c3ccc(NC(=O)c4cccnc4Cl)cc3)nc2c1,-3,0
CCCc1nc2cccnc2n1C1CCN(C(=O)CSc2ccccc2)C1 (stereo unspecified),10,1
N#Cc1cccc(CN2CCC(=O)N([C@H](CO)c3ccccc3)CC2)c1,0,-1
CCCCN(C)C(=O)c1cc2cc([N+](=O)[O-])ccc2oc1=O,2,-1
CCOc1ccc(CNC(=O)C2CCn3c(nc4ccccc43)C2)cc1 (stereo unspecified),12,3
CC(C)C(=O)NCc1csc(C2CCN(C(=O)c3ccccc3)CC2)n1,-4,-1
CCCc1ncc(C(O)c2ccc(C(C)C)cc2)n1C (stereo unspecified),4,-2
c1ccc(CN2CCC3(CCCc4ccccc43)CC2)cc1,.,7
O=C1C(=O)N(c2nccs2)C(c2cccc([N+](=O)[O-])c2)C1=C(O)c1ccc(Cl)cc1 (stereo unspecified),10,-7
CC(=O)N(CN1C(=O)C2CCC(C)CC2C1=O)c1ccc(C)cc1 (stereo unspecified),0,-8
CCC(=O)N1c2ccccc2-c2nnc(SC)nc2OC1c1cc(OC)ccc1OC (stereo unspecified),7,-90
COc1ccc(N(CC(=O)Nc2c(C)cccc2C)S(C)(=O)=O)cc1OC,5,-4
CCOC(=O)C(C#N)=CNc1nnc(SCC#N)s1,.,6
CCc1cccc(NC(=O)C2CC(=O)N(c3ccc4oc(C)nc4c3)C2)c1 (stereo unspecified),3,-2
CN(C)CCN1C(=O)C(O)=C(C(=O)c2cccs2)C1c1ccco1 (stereo unspecified),-6,.
COc1ccc(S(=O)(=O)N2CCC(n3c(-c4ccoc4)nc4cccnc43)C2)cc1 (stereo unspecified),3,-5
CC(=O)c1ccc(N=c2oc3ccccc3cc2-c2nc3ccccc3[nH]2)cc1,19,4
c1cnc2c(c1)ccc1cccnc12,.,5

# Next results:
SMILES,mHTT-CaM PPI inh,Pf apPOL inh
O=C(NCC1CCCO1)C1CCN(c2nnc(-c3ccccc3)o2)CC1 (stereo unspecified),7,-4
O=C(Nc1cccnc1Cl)c1c(O)c2ccccc2[nH]c1=O,-4,3
O=C(c1ccc([N+](=O)[O-])cc1)c1nn2c(nc(=O)c3ccc(Cl)cc32)s1,6,-3
CC(NC(=O)c1ccccc1C(=O)NC(C)c1ccccc1)c1ccccc1 (stereo unspecified),-7,-9
C1Cc2nc(C3CC3)nc(NCC3CCCO3)c2C1 (stereo unspecified),0,-1
COc1ccc(C2C=C(c3ccc(Cl)cc3)Nc3nnnn32)c(OC)c1OC (stereo unspecified),29,-5
Cc1n[nH]c(C)c1S(=O)(=O)N1CCC(C(=O)NC2CCCc3ccccc32)CC1 (stereo unspecified),10,0
